# Screening results from PubChem BioAssay.
# ERb SRC1 inh – inhibitors of ERβ-SRC1 coactivator interaction, primary screen, biochemical, TR-FRET, ERβ LBD, SRC-1 peptide. Estrogen receptor beta (Homo sapiens), Q92731. TR-FRET ER-beta LBD / SRC1-Cy5 peptide binding; receptor agonist-loaded with 1 µM estradiol. inhibition, % at 25.6 µM. 86,000 compounds, 1.3% hits. AID 633, 2007;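 active = compounds whose percent inhibition of the receptor-coactivator binding signal exceeds about 50% in the single-dose screen, limit read from the data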;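 note: 0% = receptor plus peptide wells without compound and 100% = peptide-only wells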
# Target sequence (Q92731 whole entry, looked up, the tested form may be a part): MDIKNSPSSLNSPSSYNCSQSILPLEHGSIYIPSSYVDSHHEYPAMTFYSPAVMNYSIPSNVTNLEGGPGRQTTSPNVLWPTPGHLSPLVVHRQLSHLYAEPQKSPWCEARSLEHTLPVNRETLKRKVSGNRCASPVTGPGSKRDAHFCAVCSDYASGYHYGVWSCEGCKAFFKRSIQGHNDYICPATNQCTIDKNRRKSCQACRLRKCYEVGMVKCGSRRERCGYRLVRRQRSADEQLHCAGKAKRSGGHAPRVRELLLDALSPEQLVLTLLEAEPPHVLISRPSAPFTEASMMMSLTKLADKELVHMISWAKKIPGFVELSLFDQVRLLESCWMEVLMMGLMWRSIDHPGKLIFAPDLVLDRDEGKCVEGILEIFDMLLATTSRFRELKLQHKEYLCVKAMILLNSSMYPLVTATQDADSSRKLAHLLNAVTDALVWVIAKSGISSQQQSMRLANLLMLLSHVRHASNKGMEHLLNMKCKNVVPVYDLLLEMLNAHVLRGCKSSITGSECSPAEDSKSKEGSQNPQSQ
# HIV Rev-RRE inh – HIV-1 Rev-RRE binding inhibitors, primary screen, biochemical, FRET, protein-RNA interaction; 97,000 compounds, 0.79% hits; P05866; AID 704, 2007; inhibition, % at 8 µM; Rev peptide-RRE RNA binding;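 active = inhibition above the screen-wide mean plus 3 SD, cut at about 35% in these data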;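 note: 0% = median DMSO wells and 100% = median Neomycin B control wells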
# Target sequence (P05866 whole entry, looked up): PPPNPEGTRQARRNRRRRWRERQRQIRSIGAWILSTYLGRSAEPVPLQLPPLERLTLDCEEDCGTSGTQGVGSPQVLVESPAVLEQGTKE
#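 System: Cy5-labelled duplex RRE RNA binding fluorescein-labelled HIV Rev peptide; Signal: fluorescein-to-Cy5 FRET, 480 nm excitation; Also added: labelled Rev peptide; Compound: one concentration, 8 µM nominal; Buffer or medium: HEPES pH 7.5 salt buffer with EDTA; Read-out: % inhibition of FRET ratio versus controls; Schedule: 5 min preincubation and 15 min binding, 25 °C.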
# FAK blocker – FAK kinase inhibitors, primary screen, biochemical. biochemical FAK kinase activity assay. inhibition, %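 (tested at 7 µM)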. 97,000 compounds, 0.84% hits. AID 727, 2007; in the data active = inhibition above about 19%;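 note: 0% = DMSO and 100% = reference compound high control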
# PLK1 kinase inh – human PLK1 kinase inhibitors, primary screen, biochemical, TR-FRET; inhibition, % at 10 µM; 97,000 compounds, 0.53% hits; recombinant PLK1 kinase, TR-FRET peptide phosphorylation; Serine/threonine-protein kinase PLK1 (Homo sapiens), P53350;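 active = inhibition of 50% or more in the single-concentration screen; inactive = inhibition below 50%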;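 note: 0% = DMSO max control and 100% = H-89 dihydrochloride min control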
# ERa coact inh – ERα–SRC-1 coactivator interaction inhibitors, primary screen, biochemical, TR-FRET, ERα LBD, estradiol-bound; Estrogen receptor (Homo sapiens), P03372; TR-FRET ER-alpha LBD / SRC-1 peptide; inhibition, % at 25.6 µM; 86,000 compounds, 1.7% hits; AID 629, 2007; in the data active = inhibition above about 50%;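 note: 0% = receptor plus peptide control and 100% = peptide only without receptor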
# Mac1 fbg inh – inhibitors of CD11b/CD18 adhesion to fibrinogen, primary screen, K562 cells, luminescence. 93,000 compounds, 0.54% hits. inhibition, % at 10 µM. Integrin beta-2 (Homo sapiens) + Integrin alpha-M (Homo sapiens), P05107+P11215. ATPlite luminescence; Mn2+ added to activate the integrin;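 active = primary inhibition of 50% or more at 10 µM, then 40% or more on retest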; note: some results filed as inactive read as strong as hits
# Plk1 PBD FP – Plk1 polo box domain binding inhibitors, primary screen, biochemical, fluorescence polarization; Serine/threonine-protein kinase PLK1 (Homo sapiens), P53350; Plk1 PBD phosphopeptide binding; inhibition, %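 (tested at about 20 µM)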; 97,000 compounds, 0.13% hits; in the data active = inhibition above about 34%, passing the limit was not always enough
# ERa coact pot – enhancers of ERα–SRC-1 coactivator binding, primary screen, biochemical, TR-FRET, ERα LBD, low estradiol; AID 639, 2007; Estrogen receptor (Homo sapiens), P03372; coactivator binding (% of control), % at 25.6 µM; TR-FRET ERalpha-LBD/SRC-Cy5 coactivator binding, 2 h; 100 = basal binding, no effect; 86,000 compounds, 1.3% hits; in the data active = activity above about 200%;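 note: binding measured in presence of low estradiol as agonist stimulus; 0% = peptide alone without receptor and 100% = receptor with peptide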
# CD11b adhes enh – enhancers of CD11b/CD18 adhesion to fibrinogen, primary screen, K562 cells, luminescence. Integrin beta-2 (Homo sapiens) + Integrin alpha-M (Homo sapiens), P05107+P11215. ATPlite luminescence. activation, % at 10 µM. 93,000 compounds, 0.07% hits;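 active = 10 µM primary screen giving 50% or more activity, confirmed by 40% or more on retest at that dose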; note: strong numbers were not always called active
# Numbers without * were called inactive; nt = not tested or not shown; [ ] = remark or other dose.
compound	ERb SRC1 inh	HIV Rev-RRE inh	FAK blocker	PLK1 kinase inh	ERa coact inh	Mac1 fbg inh	Plk1 PBD FP	ERa coact pot	CD11b adhes enh
CCOC(=O)N1CCN(C(=O)CN(C2CCCCC2)S(=O)(=O)c2ccc(Cl)cc2)CC1	-10.1	7.1	1.5	-6.5	3.1	-22.9	15.6	97.1	-2.4
CC(/C=C(\NC(=O)c1ccccc1)C(=O)N=Nc1c(O)[nH]c2ccc(C)cc12)=C\c1ccccc1	nt	11.7	2.6	-6.4	nt	-23.6	-5.7	nt	48.8
C=CCOC(=O)C1=C(C)Nc2ncnn2C1c1cccs1 (stereo not drawn)	-2.8[fluorescence artefact?]	4.3	1.9	6.4	4.6[fluorescence artefact?]	-23.0	35.3	114.2[fluorescence artefact?]	-2.9
COc1cc(C)nc(N2CCC(C(=O)NC3CCCCC3)CC2)n1	13.2	5.7	-2.1	-37.7	6.2	-15.9	-4.2	99.3	-1.9
O=C(NCc1ccc2c(c1)OCO2)c1ccccn1	-0.8	3.7	0.4	-18.0	1.6	nt	-9.8	98.1	nt
CCOc1ccccc1-n1c(SCC(N)=O)nnc1-c1ccco1	13.6	2.2	1.1	-9.9	19.3	-7.2	4.9	98.8	2.4
CC(C)c1nc(-c2ccccn2)no1	7.7	3.5	1.1	1.7	16.4	-6.9	-15.8	104.7	-4.5
CCOC(=O)c1sc2ncn(C(C)C(=O)OC)c(=O)c2c1C (stereo not drawn)	-0.8	2.4	0.1	-10.2	-5.6	0.9	13.9	128.9	-5.2
CCOc1ccc(CNc2ccc(N3CCCC3)cc2)cc1	46.4[fluorescence artefact?]	-3.9	10.3	26.3	15.9[fluorescence artefact?]	-23.5	23.6	132.4[fluorescence artefact?]	-2.7
O=C1OCc2cc(NS(=O)(=O)c3cccs3)ccc21	-3.9	8.6	-8.2	-10.2	-7.0[fluorescence artefact?]	-3.3	2.5	96.7	-0.1
c1csc(C(c2nnnn2C2CCCCC2)N2CCCC3(CCCCC3)C2)c1 (stereo not drawn)	-7.3	5.7	-0.6	-2.2	-6.2	nt	11.9	109.6[fluorescence artefact?]	nt
CCC1CCCCN1C(=O)CSc1nnc(-c2cccs2)o1 (stereo not drawn)	5.6[fluorescence artefact?]	-1.2	-0.2	-6.5	14.9[fluorescence artefact?]	0.2	8.1	80.8[fluorescence artefact?]	-3.5
Cc1cc(Cl)c(S(=O)(=O)N2CCN(c3ccc(F)cc3)CC2)cc1OCC(N)=O	nt	4.9	-1.9	-7.3	nt	3.3	0.2	nt	-1.3
CCOC(=O)c1oc2cc(O)ccc2c(=O)c1-c1ccc(OC)cc1	-6.6	2.4	0.1	-8.0	-7.4	-18.2	-11.0	98.8	8.5
CCNC(=O)c1ccc(-n2nc(C(F)(F)F)c3c2CCCC3)cc1	nt	3.3	3.5	-5.7	nt	nt	-6.3	nt	nt
CCC(C)NC(=O)CSc1ncccc1C(=O)O (stereo not drawn)	-8.5	8.9	-2.6	-11.5	0.7	-2.2	-1.1	98.9	-2.5
COc1ccc(C)cc1S(=O)(=O)N(C)CC(=O)NC1CCCCC1	-4.0	0.4	-0.1	-11.4	-8.4	-14.2	18.1	95.4	0.3
CCOc1[nH]n(-c2ccc(Cl)cc2)c(=O)c1C=Nc1ccc(O)cc1	nt	1.3	6.9	-12.9	nt	nt	4.0	nt	nt
COc1ccc(C(=O)Cc2cc(OC)c(OC)cc2[N+](=O)[O-])c(OC)c1	nt	13.3	10.8	-6.3	nt	-12.8	-5.8	nt	2.7
Cc1ccc(NC(=O)CSCC(N)=O)cc1C	17.5[fluorescence artefact?]	6.1	-1.0	-10.5	2.8	-10.1	-8.8	-2.0[fluorescence artefact?]	-5.3
COCc1c(Br)c(C)nc(OCC(=O)O)c1C#N	-2.6	7.0	3.5	-2.8	1.0	-2.4	-2.9	85.9	-0.3
CCOc1cc(/C=N/NS(=O)(=O)c2ccccc2)ccc1OS(=O)(=O)c1ccc(C)cc1	nt	1.9	2.0	-8.0	nt	24.9	25.3	nt	0.0
CCOC(=O)Nc1cc(C(=O)OC)ccc1C	nt	1.8	0.2	-6.8	nt	3.0	-18.5	nt	-1.7
COc1ccc(C(=O)N2CCN(C3CCC(c4ccccc4)CC3)CC2)cc1OC (stereo not drawn)	0.1	5.5	-4.4	-4.9	-0.8	nt	8.8	100.1	nt
CCc1ccc2c(c1)C1(SC(NC(C)=O)=NN1C(C)=O)C(=O)N2C(C)C (stereo not drawn)	nt	3.8	-2.7	-10.0	nt	-10.3	-31.6	nt	-2.1
C=C(C)C1Cc2nc(N)nc(C)c2C1 (stereo not drawn)	-28.6	4.1	-5.2	2.4	-31.2	nt	-7.8	100.9	nt
Cc1ccc(C(=O)c2cnc3ccccc3c2-c2ccccc2)cc1	nt	13.5	1.1	-5.1	nt	-10.4	6.6	nt	-2.0
COc1ccc(OCC(=O)N2CCN(C(=O)COc3ccc(Br)cc3)CC2)cc1	7.9	11.1	2.1	-10.8	-9.2	nt	-24.2	102.1	nt
COC(=O)c1c(NC(=O)c2ccccc2)sc2c1CC(C)(C)OC2	-10.9	10.3	1.5	-42.8	-1.8	-9.8	17.9	98.5	0.6
O=C(CCN1CCc2ccccc2C1)c1ccc2c(c1)OCCO2	4.9[fluorescence artefact?]	0.5	-4.1	-5.8	4.5[fluorescence artefact?]	13.6	-7.7	95.7[fluorescence artefact?]	-7.8
CC1(C)C(N(O)C(=O)Nc2ccc(Cl)cc2)N(c2ccc(Cl)cc2)C(=O)N1CC(=O)NN (stereo not drawn)	1.0[fluorescence artefact?]	11.3	0.4	-3.6	2.8[fluorescence artefact?]	-3.2	-8.3	104.8	-0.6
O=C(Nc1ccc(F)cc1)c1ccccc1	-7.9	-2.1	0.9	-4.1	-6.7	-17.0	-13.5	98.7	-2.1
Cc1nc(-c2cn[nH]c2)c2cc(C)oc2n1	-6.7	6.6	9.2	6.7	-3.3	6.6	5.9	101.0	4.4
O=S(=O)(c1ccccc1)c1nc(-c2ccco2)oc1NCc1ccco1	1.5	3.5	-1.8	-15.5	-7.3	-31.0	-19.9	96.3	6.4
COc1cc(OC)c(C(=O)NC2CC(C)(C)NC(C)(C)C2)cc1OC	19.4	8.7	-2.0	-3.3	-3.4	nt	11.7	129.2	nt
Cc1ccc(C(=O)CCNc2ccc(Br)cc2)o1	-3.6	2.4	1.1	-10.2	-2.7	-12.0	-10.8	105.5	6.1
CCOC(=O)N1CCN(S(=O)(=O)c2cccc3nsnc23)CC1	-20.2	nt	nt	nt	-44.0	-6.3	nt	102.5	-2.3
Cc1ccc(C2=NN(C)c3nc4ccccc4n3C2)cc1	-8.6	6.2	1.8	-6.1	17.9	-20.6	-25.1	83.2[fluorescence artefact?]	0.3
CCOc1ccccc1NC(=O)c1cc(CC(C)C)oc1C	-6.8	11.1	1.8	-2.1	-47.0	-5.2	1.7	108.3	13.6
CCOC(=O)C1CCCN(c2c(NCc3ccco3)c(=O)c2=O)C1 (stereo not drawn)	-7.4	nt	nt	nt	0.5	14.0	nt	146.3	5.8
CC(=NC1CC1)C1=C(O)c2ccccc2C1=O	-6.3	8.3	1.0	-8.1	-7.7	-3.0	2.3	102.8	-2.1
N#Cc1c(N)n(C2CCCCC2)c2nc3ccccc3nc12	-6.4	19.9	-0.3	-9.7	5.1	-3.1	-12.1	106.8	-6.8
O=S(=O)(Nc1ccc(O)c(CN2CCCCC2)c1)c1ccccc1	12.1	4.9	-0.2	-8.6	1.8	-8.3	22.5	108.5	-2.1
CCCC(=O)N1CC2(C)CN(C(=O)CCC)CC(CCC)(C1)C2=O	-3.5	7.4	-1.2	-1.9	-6.1	-5.8	-1.8	112.4	3.0
COc1ccc(/C(O)=C2/C(=O)C(=O)N(Cc3cccnc3)C2c2ccncc2)cc1F (stereo not drawn)	-8.1	0.7	8.6	-13.8	-9.9	-13.7	6.0	108.3	-0.8
COc1ccc(CNc2ccc(C(=O)O)cc2)cc1	-1.2	6.9	1.1	-6.3	-0.6	-8.6	17.9	101.9	1.5
O=C(NNC(=S)NCc1ccco1)c1ccc(Cl)s1	nt	0.7	-1.5	-12.5	nt	6.2	-17.1	nt	-0.9
CC(C)(C)NC(=O)COC(=O)/C=C/c1ccccc1[N+](=O)[O-]	nt	1.1	-0.8	-4.5	nt	9.7	-21.8	nt	-0.5
CC1(C)Nc2ccc(O)cc2-c2c1ssc2=S	17.9[fluorescence artefact?]	-0.8	6.5	-0.3	-13.9[fluorescence artefact?]	nt	6.3	104.8[fluorescence artefact?]	nt
CCC(OC(=O)c1cccs1)C(=O)NCc1ccc2c(c1)OCO2 (stereo not drawn)	nt	-1.8	-1.2	-1.4	nt	-35.1	-5.2	nt	10.6

# (listing goes on)
compound	ERb SRC1 inh	HIV Rev-RRE inh	FAK blocker	PLK1 kinase inh	ERa coact inh	Mac1 fbg inh	Plk1 PBD FP	ERa coact pot	CD11b adhes enh
COc1ccc2[nH]cc(CCN3C(=O)CCC3=O)c2c1	11.4	4.0	0.3	-6.4	-14.5	-4.0	4.4	109.3	-0.6
O=C(NCc1cccnc1)c1cc(S(=O)(=O)N2CCCCC2)ccc1Cl	-12.2	6.5	-0.3	-2.8	-12.5	-27.5	-5.3	113.3	5.2
CCOc1ccc(C2N(c3cc(Cl)ccc3OC)C(=O)C3CCCN32)cc1OC (stereo not drawn)	-5.5	6.3	3.2	-1.2	-6.3	6.6	4.7	123.7	-1.6
O=C(c1cc2c(s1)CCCC2)N1CCN(Cc2ccc3c(c2)OCO3)CC1	-5.5	13.1	4.8	-0.8	-7.9	16.5	-8.4	120.5[fluorescence artefact?]	0.8
O=C1CC(N2CCC(c3nc4ccccc4s3)CC2)C(=O)N1 (stereo not drawn)	-1.1	5.6	-0.3	-3.9	2.4	-0.2	5.0	110.5	10.6
CCC1CCCCN1C(=O)CSc1nnc(-c2c[nH]c3ccccc23)o1 (stereo not drawn)	-2.1	3.8	0.4	-11.1	13.0	2.1	-33.7	91.6	-0.8

# Part of the list above, with the structure last.
ERb SRC1 inh	HIV Rev-RRE inh	FAK blocker	PLK1 kinase inh	ERa coact inh	Mac1 fbg inh	Plk1 PBD FP	ERa coact pot	CD11b adhes enh	molecule
-5.5	13.1	4.8	-0.8	-7.9	16.5	-8.4	120.5[fluorescence artefact?]	0.8	O=C(c1cc2c(s1)CCCC2)N1CCN(Cc2ccc3c(c2)OCO3)CC1
-1.1	5.6	-0.3	-3.9	2.4	-0.2	5.0	110.5	10.6	O=C1CC(N2CCC(c3nc4ccccc4s3)CC2)C(=O)N1 (stereo not drawn)

# Rows are unselected; 4.7% or so of the library scored in one or more.
